Compound activity (PubChem)
M1 ag = agonists of human M1 muscarinic receptor | CHO-K1 hM1, Fluo-8 calcium fluorescence, agonist mode; 0% DMSO, 100% acetylcholine EC100 | activation, % at 3 µM | P11229 | 0.33% of 360,000 active;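 active = activation above the run's mean compound activation plus 3 SD, cut at about 16% in these data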;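 also: peak over basal fluorescence ratio within a 140 s kinetic read after compound addition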
Target sequence (P11229 whole entry, looked up): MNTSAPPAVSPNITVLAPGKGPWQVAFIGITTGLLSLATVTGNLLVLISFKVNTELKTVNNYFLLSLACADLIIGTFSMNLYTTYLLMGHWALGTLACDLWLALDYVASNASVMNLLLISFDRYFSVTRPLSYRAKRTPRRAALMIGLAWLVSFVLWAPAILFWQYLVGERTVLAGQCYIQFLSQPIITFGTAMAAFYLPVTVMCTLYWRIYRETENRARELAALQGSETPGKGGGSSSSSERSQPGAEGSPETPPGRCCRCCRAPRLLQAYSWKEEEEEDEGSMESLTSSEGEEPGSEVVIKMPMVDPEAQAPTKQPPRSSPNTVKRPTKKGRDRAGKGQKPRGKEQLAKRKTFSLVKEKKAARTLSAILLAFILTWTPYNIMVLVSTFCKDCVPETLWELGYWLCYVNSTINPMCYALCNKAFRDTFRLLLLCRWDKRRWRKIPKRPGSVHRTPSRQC
TAAR1 antagonist = human TAAR1 antagonism. Q96RJ0. CHO RD-HGA16 TAAR1, Fluo-8 calcium fluorescence, antagonist. inhibition, % at 3 µM. 1.5% of 360,000 active. AID 624466;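 active = inhibition above a per-plate cutoff, the mean inhibition of test compounds on that plate plus 3 SD, cut at about 49% in these data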;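 also: 0% = DMSO plus EC80 beta-PEA response and 100% = DMSO alone without agonist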
Target sequence (Q96RJ0 whole entry, looked up): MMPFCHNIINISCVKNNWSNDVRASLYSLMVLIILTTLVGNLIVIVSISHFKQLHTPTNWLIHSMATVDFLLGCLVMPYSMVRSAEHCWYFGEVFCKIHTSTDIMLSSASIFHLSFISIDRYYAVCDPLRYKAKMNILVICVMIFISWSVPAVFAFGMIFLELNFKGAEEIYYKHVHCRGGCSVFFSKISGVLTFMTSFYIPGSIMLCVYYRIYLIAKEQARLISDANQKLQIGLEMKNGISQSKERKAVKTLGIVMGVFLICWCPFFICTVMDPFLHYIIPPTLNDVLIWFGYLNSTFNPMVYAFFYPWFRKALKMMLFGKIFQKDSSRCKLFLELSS
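Material: CHO RD-HGA16 cells bearing hTAAR1; compound dosing: one-point dosing, 3 µM nominal final; schedule: dye loading 75 min at 37 °C, then 30 min room temperature; measured by: calcium fluorescence with Fluo-8; control set: vehicle and agonist controls; replication: n of 1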
CHO-K1 Ca antag = counter-screen for M1 antagonists: effect in parental CHO-K1 cells; ATP-induced calcium, Fluo-8 fluorescence; AID 602250; 0.6% of 360,000 active; inhibition, % at 3 µM;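 active = inhibition above a per-plate cutoff, the plate's mean sample inhibition plus 3 SD, cut at about 24% in these data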;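 also: 0% = DMSO plus EC80 ATP and 100% = DMSO alone without ATP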
CHO parental Ca = counter-screen for OX1R antagonists: effect in parental CHO cells | 0.63% of 330,000 active | inhibition, % at 5.6 µM | parental CHO-K1, ATP-induced calcium, Fluo-8 fluorescence | AID 463079;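 active = inhibition above that plate's mean sample inhibition plus 3 SD, cut at about 26% in these data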;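 also: 0% = ATP-challenged DMSO wells and 100% = DMSO wells without ATP; some compounds past the cut are filed as inactive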
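Measured by: calcium-sensitive Fluo-8 fluorescence / Test system: CHO parental line / Controls: ATP-challenged DMSO wells low, unchallenged DMSO wells high / Measure: % inhibition / Compound: single nominal dose of 5.6 µM per compound / Replicates: single well per compound, no replicates / Reagent: ATP as calcium-mobilizing challenge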
M1 antag = human CHRM1 antagonism; inhibition, % at 3 µM; AID 588852; 1.3% of 360,000 active; CHO-K1 hM1, Fluo-8 calcium fluorescence, ACh EC80 antagonist; P11229;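 active = percent inhibition above its own plate's cutoff, namely the mean of that plate's compound wells plus 3 SD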;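 also: peak over basal fluorescence ratio during 140 s after agonist addition; 0% = ACh EC80 plus DMSO and 100% = DMSO alone without agonist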
CHO-K1 Ca PAM = M1 PAM counterscreen hit in parental CHO-K1 cells | activation, % at 3 µM | AID 602247 | ATP EC20, Fluo-8 calcium fluorescence; 0% at ATP EC20, 100% at ATP max | 0.02% of 360,000 active;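 active = activation above the run cutoff, the mean activation of all test compounds plus 3 SD, cut at about 40% in these data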;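 also: peak over basal fluorescence ratio in a 140 s read after ATP addition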
OXTR potentiator = potentiators of human oxytocin receptor; P30559; CHO-OTR cells, Fluo-8 calcium fluorescence, potentiator mode; 0% = oxytocin EC15, 100% = EC100; activation, % at 3 µM; 0.061% of 320,000 active;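 active = activation above that plate's cutoff, the mean activation of tested compounds plus 3 SD, cut at about 6.6% in these data, passing the limit was not always enough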;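 also: 100% uses oxytocin at 75 nM as the full agonist control; some results filed as inactive read as strong as hits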
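Dosing: Single dose, 3.0 µM nominal final compound concentration | Material: Human OTR in CHO cells | Technique: Kinetic Fluo-8 calcium fluorescence | Benchmarks: EC15 oxytocin alone as 0%, 75 nM oxytocin as 100% | Probe or stimulus: Oxytocin at about EC15, sub-maximal agonist stimulus | Incubation: Compound 6 min at room temperature before oxytocin, 100 s read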
TAAR1 agonist = human TAAR1 agonism | AID 624467 | activation, % at 3 µM | 0.99% of 360,000 active | CHO RD-HGA16 TAAR1, Fluo-8 calcium fluorescence; vehicle wells 0%, saturating PEA agonist 100% | Q96RJ0;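 active = activation above the mean activation of all test compounds in the run plus 3 SD, cut at about 38% in these data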
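Benchmarks: low control DMSO, high control PEA (EC100); System: CHO RD-HGA16 cells carrying human TAAR1 plus Gα16; Detection: Fluo-8 fluorescence, 5 s baseline then 140 s kinetic read; Schedule: 17-24 h plating, Fluo-8 75 min 37 °C, 30 min RT; Read-out basis: % activation from peak over basal fluorescence ratio, DMSO-to-PEA scaled.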
CHO-K1 Ca ag = nonselective activator or artifact in parental CHO-K1 cells; Fluo-8 calcium fluorescence; scaled to maximal ATP response, vehicle zero; activation, % at 3 µM; 0.48% of 360,000 active; in the data active = activation above about 15%;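 also: untransfected CHO-K1 host cells lacking M1 receptor as counterscreen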
An asterisk follows results filed as active; nt = no result given.

SMILES	M1 ag	TAAR1 antagonist	CHO-K1 Ca antag	CHO parental Ca	M1 antag	CHO-K1 Ca PAM	OXTR potentiator	TAAR1 agonist	CHO-K1 Ca ag
CCC(C)NC(=O)Nc1ccc(Br)cc1 (stereo not drawn)	-6	-3	0	6	0	-2	-4	10	1.8
COc1ccc(-c2csc(Nc3ccccn3)n2)cc1	-3	-22	-5	-24	4	4	-14	0	0.4
O=C(c1sc2cc([N+](=O)[O-])ccc2c1Cl)N1CCOCC1	-6	-10	-7	-9	-8	14	-4	5	1.5
O=C(NNC(=O)c1ccccc1F)c1ccc(-c2ccccc2Cl)o1	-4	-3	7	nt	-3	-9	nt	10	1.0
O=C(/C=C/c1ccco1)Nc1ccc2c(c1)OCCO2	-7	3	-9	-6	-8	13	-11	1	0.4
Cc1ccc2nc(N3CCN(C(=O)c4ccccc4F)CC3)c(C#N)cc2c1	-4	6	-9	nt	-12	4	nt	0	1.1
O=C(NNc1c(Cl)cccc1Cl)c1sccc1Cl	-5	-24	-10	-6	-15	21	6	-1	0.2
Cc1nn(S(=O)(=O)c2ccc([N+](=O)[O-])cc2)c(C)c1Sc1ccccc1	-4	-5	-34	-10	-8	11	-5	18	0.5
CCc1cc2ccccc2nc1Cl	-2	-16	-20	-13	0	23	-6	2	1.1
O=C(Nc1ccc2c3c(cccc13)CC2)c1ccc(Br)o1	11	-8	-12	16	-2	25	-14	5	2.0
CCC(NC(=O)CNC(=O)c1ccc2c(c1)OCO2)c1ccc(Br)cc1 (stereo not drawn)	8	-6	4	nt	-4	-13	nt	6	2.3
COC(=O)c1ccc(C2=NOC(C)(c3nnc(-c4cccc(Cl)c4)o3)C2)cc1 (stereo not drawn)	-6	2	-13	-20	-11	17	-4	12	1.2
CC(=O)CCC(=O)N1CCCC(N2CCN(c3cccc(Cl)c3)CC2)C1 (stereo not drawn)	-6	-8	0	-4	-11	15	-2	2	0.5
Cc1nnc(SCC(=O)Nc2cc(S(C)(=O)=O)ccc2Cl)n1Cc1ccccc1	-6	8	-5	-6	-13	4	-6	-2	2.2
Cc1cc(/C(=N/O)C(C)(C)NO)ccc1Cl	-7	15	4	11	-12	13	-1	-1	0.0
N#Cc1ccc(NC(=O)COC(=O)CCc2ccc(S(=O)(=O)N3CCCCC3)cc2)cc1	-3	28	-5	7	6	16	-5	33	12
COc1cc(/C=C/C(=O)O)ccc1OS(=O)(=O)c1cc(C)ccc1C	-2	-4	15	-9	0	-25	-23	0	0.5
CCOc1ccc(NC(=S)Nc2cc(C)[nH]n2)cc1	-6	-11	-10	4	-11	11	-3	-1	0.6
O=C(Nc1nn[nH]n1)c1cc(-c2ccc(Cl)c(Cl)c2Cl)nc2ccccc12	-2	-1	-10	-7	-13	2	-4	3	0.9
COc1ccccc1NC(=O)CN(c1ccccc1F)S(C)(=O)=O	-2	10	-8	-6	3	9	-16	13	-0.1

14 entries from above, sorted by number of heavy atoms, rising.
SMILES	M1 ag	TAAR1 antagonist	CHO-K1 Ca antag	CHO parental Ca	M1 antag	CHO-K1 Ca PAM	OXTR potentiator	TAAR1 agonist	CHO-K1 Ca ag
CCc1cc2ccccc2nc1Cl	-2	-16	-20	-13	0	23	-6	2	1.1
CCC(C)NC(=O)Nc1ccc(Br)cc1 (stereo not drawn)	-6	-3	0	6	0	-2	-4	10	1.8
Cc1cc(/C(=N/O)C(C)(C)NO)ccc1Cl	-7	15	4	11	-12	13	-1	-1	0.0
O=C(NNc1c(Cl)cccc1Cl)c1sccc1Cl	-5	-24	-10	-6	-15	21	6	-1	0.2
CCOc1ccc(NC(=S)Nc2cc(C)[nH]n2)cc1	-6	-11	-10	4	-11	11	-3	-1	0.6
COc1ccc(-c2csc(Nc3ccccn3)n2)cc1	-3	-22	-5	-24	4	4	-14	0	0.4
O=C(c1sc2cc([N+](=O)[O-])ccc2c1Cl)N1CCOCC1	-6	-10	-7	-9	-8	14	-4	5	1.5
COc1ccccc1NC(=O)CN(c1ccccc1F)S(C)(=O)=O	-2	10	-8	-6	3	9	-16	13	-0.1
O=C(NNC(=O)c1ccccc1F)c1ccc(-c2ccccc2Cl)o1	-4	-3	7	nt	-3	-9	nt	10	1.0
Cc1nn(S(=O)(=O)c2ccc([N+](=O)[O-])cc2)c(C)c1Sc1ccccc1	-4	-5	-34	-10	-8	11	-5	18	0.5
O=C(Nc1nn[nH]n1)c1cc(-c2ccc(Cl)c(Cl)c2Cl)nc2ccccc12	-2	-1	-10	-7	-13	2	-4	3	0.9
Cc1ccc2nc(N3CCN(C(=O)c4ccccc4F)CC3)c(C#N)cc2c1	-4	6	-9	nt	-12	4	nt	0	1.1
Cc1nnc(SCC(=O)Nc2cc(S(C)(=O)=O)ccc2Cl)n1Cc1ccccc1	-6	8	-5	-6	-13	4	-6	-2	2.2
N#Cc1ccc(NC(=O)COC(=O)CCc2ccc(S(=O)(=O)N3CCCCC3)cc2)cc1	-3	28	-5	7	6	16	-5	33	12

The listing continues:
SMILES	M1 ag	TAAR1 antagonist	CHO-K1 Ca antag	CHO parental Ca	M1 antag	CHO-K1 Ca PAM	OXTR potentiator	TAAR1 agonist	CHO-K1 Ca ag
COc1ccc(CCC(=O)Nc2ccc(Cn3ccnc3)cc2)cc1	-8	4	9	-5	-6	-1	-16	2	0.6
C=CCOc1ccc(/C=C2\SC(N)=NC2=O)cc1OC	-3	-16	-1	-14	0	12	4	0	-0.3
CCOC(=O)CC(=O)CSc1nc2c(C)c(C)ccc2cc1C	-3	-2	2	-30	2	-1	-8	18	-0.3
O=C(NC1CCCCC1)C(c1ccccc1)N(Cc1ccco1)C(=O)c1csnn1 (stereo not drawn)	-7	-4	-17	-5	4	0	-4	-1	0.9
O=C(OCc1ccc([N+](=O)[O-])cc1)C1CC(=O)N(Cc2ccccc2)C1 (stereo not drawn)	-4	9	-11	-11	-7	17	-4	2	1.2
Cc1nc2c(C)cccc2cc1C(=O)N/N=C/c1cccc([N+](=O)[O-])c1	-4	-12	3	3	13	19	0	-2	9.3
CC12CN3CC(C)(CN(C1)C3c1ccc(Cl)cc1Cl)C2O (stereo not drawn)	-3	-5	-2	-15	-6	14	-2	3	0.5
COC(=O)c1ccc(NC(=O)c2ccc(CN3CCOCC3)cc2)cc1	-1	-12	4	-4	-2	1	-6	7	1.4
COc1ccc(C(=O)c2ncc(C(F)(F)F)cc2Cl)cc1	-11	14	3	-6	-8	0	-13	0	-0.9
COc1ccc(C(=O)/C=C\c2ccc(NC(=O)c3cccs3)cc2)cc1	-5	21	27*	-12	6	-8	-1	6	0.3
COc1cc(C(c2nnnn2C(C)(C)C)N2CCN(C)CC2)cc(OC)c1OC (stereo not drawn)	-3	-1	-5	-6	-13	11	-9	-1	-0.1
CC1C(=O)Nc2ccccc2N1C(=O)c1c(F)cccc1F (stereo not drawn)	-7	12	3	-6	-4	2	-3	-1	2.1
COC(=O)CCc1sc(NC2CCCCC2)nc1-c1ccc(OC)cc1	-8	17	-5	-6	-4	14	-3	0	0.0
O=C(CNC(=O)/C=C/c1ccco1)N=Nc1c(O)[nH]c2ccccc12	-3	-12	-17	-12	-8	19	-2	1	1.6
O=C(Cn1c(=O)oc2ccccc21)N1CCN(c2ccccc2)CC1	2	1	12	-1	-23	-5	-3	6	-0.2
Cc1nc2ccccn2c1-c1ccnn1S(=O)(=O)c1ccc(F)cc1	2	17	13	6	24	-1	-5	0	12
c1ccc(CN2CCN(c3nc(NCc4ccco4)c4ccccc4n3)CC2)cc1	-8	13	7	-6	7	-8	-8	19	0.5
Cc1ccc2nc3c(cc2c1)CN(Cc1ccco1)C(=NCC1CCCO1)S3 (stereo not drawn)	-3	19	7	-8	-1	-3	-3	5	-1.0
O=C(c1ccc(N2CCCCS2(=O)=O)cc1)N1CCN(c2ccccc2F)CC1	1	-23	2	-11	8	-10	-10	6	2.9
O=C(O)c1ccc2c(=O)n3c(nc2c1)/C(=C/c1cccc(Cl)c1Cl)CC3	-2	-6	-1	-3	-9	-15	-1	1	0.0
CC(Oc1ccc(C(C)(C)C)cc1)C(=O)NCC(c1ccco1)N1CCCC1 (stereo not drawn)	-6	-40	-15	-10	-7	7	-8	2	1.5
Nn1c(SCc2ccc(C(=O)O)cc2)nnc1-c1ccc(Cl)cc1Cl	-2	-10	-9	nt	-6	-1	nt	1	0.2
O=C(NC1CCS(=O)(=O)C1)c1ccc(N2CCCCC2)c([N+](=O)[O-])c1 (stereo not drawn)	-1	-26	-5	-1	15	-17	-11	7	0.7
COc1cc(Cl)ccc1OCc1cc(C(=O)N2C[C@@H]3CCC[C@H]2C3)no1	-4	-10	-5	-8	-2	0	-8	-1	1.4
COc1ccc(/C=N/NC(=O)COc2cccc3cccnc23)cc1OC	-5	16	-12	-21	11	17	-1	8	2.5
Cc1ccc(C)c2[nH]c(=O)c(CN(CCCN(C)C)C(=O)NCc3ccccc3)cc12	-6	-13	2	-40	15	4	-1	10	-0.1
CCn1cc(S(=O)(=O)NCc2ccccc2Br)cn1	-3	-10	-13	-8	2	-2	-3	-1	0.5
Cc1ccc(NC(=S)N2CCCC(c3nc4ccccc4[nH]3)C2)cc1 (stereo not drawn)	-5	19	-3	-12	10	4	-3	3	0.4
O=C(Cc1cccc(NC(=O)C2CCN(C(=O)c3ccccc3)CC2)c1)Nc1cccc(C(=O)N2CCCCC2)c1	-5	-27	-5	nt	-6	26	nt	1	1.4
CCCCN1C(=O)/C(=C(/C#N)C(=O)N2CCCC2)c2ccccc21	0	-34	-3	-5	-11	2	-4	4	1.0
COC(=O)C(C)(N)Cc1ccc(O)cc1 (stereo not drawn)	-2	-9	-6	-2	-26	11	-4	2	0.3
CC(C(=O)N1CCOCC1)n1cc([N+](=O)[O-])cn1 (stereo not drawn)	-3	-10	-16	-3	-6	10	1	0	0.4
O=C(CN1CCN(S(=O)(=O)c2ccccc2F)CC1)NC1CCCC1	-7	12	-8	-11	-5	13	-8	4	0.6
O=C(CSc1ccc2nnc(CCNS(=O)(=O)c3ccccc3)n2n1)Nc1nc2ccccc2s1	-12	-3	-4	-15	-3	13	-6	2	0.2
